Source: PubChem
PTPN22 inh 2 – inhibitors of human LYP (PTPN22) phosphatase | Q9Y2R2 | recombinant LYP catalytic domain, DiFMUP fluorescence | inhibition, % at 2 µM | actives 0.21% (n = 96,000) | AID 640;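 active = inhibition at 2 µM at or above a set limit, the screen mean plus 3 SD, cut at about 24% in these data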;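 note: 0% = DMSO with enzyme and 100% = enzyme fully blocked by orthovanadate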
Target sequence (Q9Y2R2 whole entry, looked up, the tested form may be a part): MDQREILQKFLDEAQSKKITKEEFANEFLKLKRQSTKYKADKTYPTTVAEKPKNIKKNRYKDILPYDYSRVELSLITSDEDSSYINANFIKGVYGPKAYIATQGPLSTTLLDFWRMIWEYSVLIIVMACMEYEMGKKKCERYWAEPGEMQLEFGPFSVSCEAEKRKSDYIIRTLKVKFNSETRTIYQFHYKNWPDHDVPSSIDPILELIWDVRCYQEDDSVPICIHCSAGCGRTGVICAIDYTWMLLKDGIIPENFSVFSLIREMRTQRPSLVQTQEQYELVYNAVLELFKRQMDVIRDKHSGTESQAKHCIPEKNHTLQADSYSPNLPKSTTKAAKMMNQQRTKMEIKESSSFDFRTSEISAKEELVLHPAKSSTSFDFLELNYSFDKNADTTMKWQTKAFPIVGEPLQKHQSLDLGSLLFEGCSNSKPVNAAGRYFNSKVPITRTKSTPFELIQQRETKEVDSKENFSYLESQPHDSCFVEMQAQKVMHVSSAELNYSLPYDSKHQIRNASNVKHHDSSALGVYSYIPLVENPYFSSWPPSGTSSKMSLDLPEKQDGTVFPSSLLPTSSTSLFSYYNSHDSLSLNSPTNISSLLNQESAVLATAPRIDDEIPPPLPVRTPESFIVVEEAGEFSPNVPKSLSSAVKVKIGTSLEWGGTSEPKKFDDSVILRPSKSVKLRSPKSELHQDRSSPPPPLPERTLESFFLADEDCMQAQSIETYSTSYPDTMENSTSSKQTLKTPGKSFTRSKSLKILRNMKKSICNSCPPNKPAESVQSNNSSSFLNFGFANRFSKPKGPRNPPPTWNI
EphB4 ephrin blk – EphB4-ephrin-B2 interaction antagonism | actives 0.15% (n = 97,000) | AID 720 | inhibition, % at 7 µM | EphB4 LBD / TNYL-RAW-Alexa532 peptide, fluorescence polarization;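 active = inhibition above the screen-wide mean inhibition plus 3 SD, cut at about 15% in these data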;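 note: 0% = DMSO wells and 100% = excess unlabeled TNYL-RAW peptide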
cytoskel mod – cytoskeleton assembly modification. HUVEC TNFa F-actin phalloidin imaging, high content. inhibition, % at 2 µM. actives 0.18% (n = 91,000);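 active = inhibition above the batch mean plus 3 SD and confirmed as a hit by visual image inspection, cut at about 30% in these data, passing the limit was not always enough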; note: strong numbers were not always called active
PTPN22 act – increases human PTPN22 phosphatase activity. actives 0.11% (n = 96,000). activation, % at 2 µM. Q9Y2R2. recombinant LYP, DiFMUP fluorescence; 0 = plate median, 100 = signal doubled. AID 697;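 active = activation at 2 µM above a set limit, the mean plus 5 SD, cut at about 37% in these data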
Pyk2 oligo antag – Pyk2 (human) oligomerization antagonism. Q14289. Q293 cells, Pyk2 FERM NanoBiT luminescence; stronger effect = lower value. z-score (the deposit names both 25 µM and 10 µM). actives 0.83% (n = 99,000). AID 1347419;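 active = Z-score of -3 or lower, scaled per plate to the spread of control and sample wells; inactive = z-score above -3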;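 note: negative z-score means lost luminescence so less FERM oligomerization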
PLK1 inh – inhibitors of human PLK1 kinase; inhibition, % at 10 µM; recombinant PLK1 kinase, TR-FRET peptide phosphorylation; AID 619; P53350; actives 0.53% (n = 97,000);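 active = inhibition of 50% or more in the single-concentration screen; inactive = inhibition below 50%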;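 note: 0% = DMSO max control and 100% = H-89 dihydrochloride min control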
HIV Rev-RRE inh – inhibitors of HIV-1 Rev-RRE RNA interaction; P05866; Rev peptide-RRE RNA binding, FRET; inhibition, % at 8 µM; actives 0.79% (n = 97,000);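 active = inhibition above the screen-wide mean plus 3 SD, cut at about 35% in these data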;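 note: 0% = median DMSO wells and 100% = median Neomycin B control wells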
Target sequence (P05866 whole entry, looked up): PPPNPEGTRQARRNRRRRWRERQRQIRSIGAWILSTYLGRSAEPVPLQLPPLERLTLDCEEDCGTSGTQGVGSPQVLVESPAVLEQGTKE
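Test system – labelled RRE RNA duplex and labelled Rev peptide · Signal – fluorescein-to-Cy5 FRET, 480 nm excitation · Evaluation – % inhibition of FRET ratio versus controls · Benchmarks – DMSO low control, neomycin B high control · Incubation – 5 min RNA-compound premix plus 15 min binding step, 25 °C · Medium – HEPES pH 7.5 salt buffer with EDTA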
PLK1 PBD inh – Plk1 (human) PBD binding inhibition; actives 0.13% (n = 97,000); inhibition, %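 (tested at about 20 µM)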; Plk1 PBD phosphopeptide binding, fluorescence polarization; P53350; in the data active = inhibition above about 34%, passing the limit was not always enough
FAK inh – inhibitors of human focal adhesion kinase. Q05397. biochemical FAK kinase activity assay. inhibition, %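 (tested at 7 µM)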. actives 0.84% (n = 97,000); in the data active = inhibition above about 19%;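 note: 0% = DMSO and 100% = reference compound high control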
Active calls of the source: *; . = no result given.

SMILES	PTPN22 inh 2	EphB4 ephrin blk	cytoskel mod	PTPN22 act	Pyk2 oligo antag	PLK1 inh	HIV Rev-RRE inh	PLK1 PBD inh	FAK inh
CCOc1ccc(-n2c(SCC(=O)NC(C)CC)nc3n[nH]c(C)c3c2=N)cc1 (stereo not given)	6	-1	5	-9	0.38	3	-6	15	9
CCn1cc(C(=O)NCc2ccco2)c(=O)c2cc(S(=O)(=O)N3CCCCCC3)ccc21	8	6	0	-10	-0.66	-7	2	20	1
COC(=O)c1ccccc1NC(=O)CN1C(=O)c2ccccc2S1(=O)=O	11	2	15	-11	-0.67	-1	-1	23	0
COn1c(=S)[nH]c2ccccc2c1=O	-4	-2	-19	1	0.75	-8	2	12	-1
Cc1ccc(SCc2noc(C(=O)NCC3CCCO3)c2C(=O)O)cc1C (stereo not given)	6	-1	-32	-2	.	-19	-3	-18	-3
O=C(COc1ccc(Cl)cc1Cl)Nc1ccc2nc3n(c(=O)c2c1)CCCC3	-6	-5	9	4	-1.6	-2	-2	-17	-7
CCCN1/C(=C2/SC(=S)N(CC)C2=O)C=Cc2ccccc21	1	-5	-2	1	-3.1*	30	-6	-7	-1
COc1ccc(-c2nn(-c3ccccc3)cc2/C=N/NS(=O)(=O)c2ccccc2)cc1	11	5	-19	-8	-1.6	-12	2	-19	-4
COc1ccc(Nc2nc(N)nc(COc3ccc(OC)cc3)n2)cc1	5	1	-3	-1	-0.89	-7	1	-24	-2
CC(C)Nc1nc(NC(C)(C)C)nc(Oc2ccc(=O)n(-c3ccccc3)n2)n1	-9	1	15	11	-0.15	-4	2	-16	0
Cc1ccc(C=Nc2ccccc2C(N)=O)cc1	-10	-10	-18	11	-0.39	-4	4	4	-2
CCn1c(SCC(=O)N2CCc3ccccc3C2)nc2c1c(=O)n(C)c(=O)n2C	-4	6	17	2	0.44	-8	1	-12	1
COc1ccc(C(=O)Nc2ccc(S(=O)(=O)Nc3nccnc3OC)cc2)cc1	-3	-4	0	2	-0.02	-15	-1	-7	1
COC(=O)c1ccc2c(=O)sc(N3CCC(C(N)=O)CC3)nc2c1	-40	-1	2	39*	0.36	-2	17	-3	2
CS(=O)(=O)Nc1ccccc1C(=O)Nc1ccccc1Cl	1	-4	3	-1	0.16	-10	6	21	-2
COCC(=O)NC1CC2CCCC(C1)N2Cc1ccccc1 (stereo not given)	-6	0	19	4	1.6	3	4	-13	1
CC1(C)NC(=O)N(CC(O)COc2cc3ccccc3cc2C(=O)N2CCCCC2)C1=O (stereo not given)	4	-5	4	-6	1.4	0	1	-23	-3
Cc1ccccc1OCCN1C(=O)NC2(CCc3ccccc32)C1=O (stereo not given)	-1	-5	10	0	-0.43	-10	2	4	-1
N#Cc1c(N)oc(-c2ccco2)c1-c1ccco1	-13	6	5	12	0.47	2	8	8	5
COc1ccc(N(CC(=O)NCCSCc2c(F)cccc2Cl)S(C)(=O)=O)cc1OC	12	6	7	-10	2	13	1	-22	0
COc1ccc(C(=O)Nc2ccccn2)cc1	18	-4	-5	-18	0.32	-7	3	-3	-1
CCOc1ccc2c(c1)C(c1ccccc1)=NNC(c1ccccc1)=N2	-11	2	7	10	-0.71	-9	0	2	3
Cc1nn(-c2ccccc2)c(Cl)c1/C=C1\N=C(c2ccccc2)OC1=O	0	-2	-2	0	.	-8	8	13	-1
c1nnn(C23CC4CC(CC(C4)C2)C3)n1	7	-7	12	-8	0.82	11	3	-7	-2
CN1CC(=O)N(CC(=O)NCc2ccc(F)cc2)c2ccccc2C1=O	-18	4	-14	17	-0.45	0	12	-27	-2
COc1ccc(S(=O)(=O)Nc2ccccc2C)cc1	-1	4	.	2	-0.43	-6	0	-16	3
CCOC(=O)C1=C(C)Nc2ccccc2N=C1NC(=O)c1cccc(S(=O)(=O)NCc2ccccc2)c1	-2	4	15	1	-0.92	-10	9	0	1
CN1CCN(c2nc(C#N)cc(-c3ccccc3)n2)CC1	3	5	16	3	0.31	-7	8	-15	0
COc1ccc(NC(=O)CCCN2C(=O)C3C4C=CC(C4)C3C2=O)c(OC)c1 (stereo not given)	-8	-2	-6	4	-0.08	-12	4	0	-2
Cc1ccc(CN2CCC(c3nc4ccc(Cl)cc4[nH]3)CC2)cc1	-1	0	8	4	0.46	-12	19	-12	4
CCOC(=O)c1c(C)oc2ccc(OCc3cc(C(=O)OC)oc3C)cc12	-11	2	-13	13	-0.2	-19	5	-16	1
Nc1nc(CN2CCCCC2)cs1	-3	-1	3	-1	0.67	-19	10	-24	0
CN(C)c1ccc(/C=N\NC(=S)SCN2C(=O)C3CCC(C)(C2=O)C3(C)C)cc1 (stereo not given)	20	2	-16	-15	-0.11	-6	-4	19	4
CC1CCCN(C(=O)N2c3ccccc3Sc3ccccc32)C1 (stereo not given)	2	2	9	-2	-1.5	-2	12	4	0
O=C(Cc1ccccc1)n1nc(-c2ccccc2)nc1NCc1ccco1	-4	-1	0	3	.	-27	8	20	-3
CNC(=O)NC(=O)CSc1nnc(-c2ccco2)n1Cc1ccccc1	-13	2	3	10	2	-3	8	-22	-6
COc1ccc(OCC(=O)N2CCN(C(=O)c3ccco3)CC2)cc1	4	-2	24	-2	-0.71	-5	0	-27	-1
COc1ccccc1-n1c(SCC(=O)NC2CCCCC2)nc2c(c1=O)SCC2	8	6	-20	-8	.	-11	5	16	3
COc1ccccc1-c1nnc(SCc2nc3ccccc3s2)n1C	-2	2	-22	-2	-0.42	-4	6	-7	-8
CCOC(=O)c1cnc(-n2nc(C)cc2C)nc1N1CCOCC1	-18	0	-27	15	0.25	-5	3	5	-5
COc1nc(-c2ccccc2)cc(-c2ccccc2)n1	-1	-3	7	0	-0.42	-7	12	-14	-8
O=C(c1ccccc1)c1cccc(NC(=O)c2ccco2)c1	-6	-2	35	4	-0.78	4	7	-4	3
CC1(C)CC(=O)c2cn3nc(C(F)(F)F)nc3nc2C1	5	4	-7	-1	0.63	-8	6	-10	0
O=C(CCCOc1ccccc1)n1nnc2ccccc21	-1	-4	11	-2	-0.29	-9	3	-14	3
CCCNC(=O)c1ccc2nc(-c3ccccc3)c(-c3ccccc3)nc2c1	17	4	-3	-14	-2.7	-5	6	6	12
CCN1CCc2nc(NC(=O)Cc3ccc4c(c3)OCCO4)sc2C1	-3	2	8	0	2.9	2	11	2	8
O=C(OCc1ccccc1)c1cn(-c2ccccc2)nc1-c1ccncc1	6	0	-16	-3	-1.3	-6	10	20	1
CC(C)C(=O)N1c2ccccc2NC2=C(C(=O)CCC2)C1c1ccc(N(C)C)cc1 (stereo not given)	-13	-5	9	10	0.44	2	-4	23	-4
CCOC(=O)C(C(=O)OCC)C(CC(=O)C1CC1)c1ccccc1 (stereo not given)	-4	-6	40	4	0.68	-4	1	-13	-1
CC(=O)Nc1nc2ccc(NC(=O)c3ccco3)cc2s1	9	2	-11	-12	0.3	-13	3	8	1
c1ccc(Nc2nc(-c3ccccn3)cs2)cc1	-14	3	-6	14	-0.4	2	-2	-18	5
N#Cc1c(SCC(N)=O)nc2c(c1-c1ccc(O)cc1)CCCC2	-2	2	.	1	-0.35	-16	1	15	-2
Cc1ccc(C(=O)OCC(=O)Nc2ccc3c(c2)OCO3)cc1S(=O)(=O)N1CCOCC1	6	-1	-2	-3	0.14	-9	2	12	0
CCOc1cc(C2C(C(=O)c3ccco3)=C(O)C(=O)N2CCc2ccccc2)ccc1O (stereo not given)	-14	-12	2	12	-0.12	-7	-2	-10	-2
Cc1[nH]c2ccccc2c1C(=O)Cn1c(=O)oc2ccccc21	-14	-8	-3	14	-1.4	0	0	4	3
COc1cc(CNC2CCCCCC2)cc(OC)c1O	-8	-10	-4	8	-0.26	-10	0	0	-2
O=P(COc1ccccc1)(c1ccccc1)c1ccccc1	10	4	-10	-6	-0.37	-9	1	-13	-4
Cc1cc(=O)oc(C)c1C(=O)N1CCCCC1	1	1	-5	2	0.26	-9	5	-4	-4
Cc1cccc(NC(=O)CSc2nnc([C@@H]3CCCN3C(=O)OC(C)(C)C)o2)c1C	-11	-5	-5	8	0.62	7	-6	14	-6
Cc1[nH]c(=O)[nH]c(=O)c1/C=N/NC(=O)[C@H](CC(C)C)NC(=O)OC(C)(C)C	9	-11	-8	-5	-0.31	-2	0	26	-8
(further entries)
SMILES	PTPN22 inh 2	EphB4 ephrin blk	cytoskel mod	PTPN22 act	Pyk2 oligo antag	PLK1 inh	HIV Rev-RRE inh	PLK1 PBD inh	FAK inh
Cc1cc(NC(=O)CCc2ccc(C)o2)no1	-10	0	14	4	0.58	-16	4	3	0
Cc1cc(C)cc(NS(=O)(=O)c2ccc3c(c2)c(=O)n(C)c(=O)n3C)c1	-2	5	.	5	-1.9	4	13	-16	0
CN1C(=S)SC(N(O)C=C2C=CC(=O)C=C2)C1(C)C (stereo not given)	-28	2	-7	29	0.28	-3	6	-4	0
COC(=O)c1ccc(N2C(=O)c3ccc(OC)c(OC)c3C2=O)cc1	-5	6	37	2	-0.19	-11	5	2	-5
O=C(Cn1nnc(-c2ccccc2NC(=O)c2cccs2)n1)Nc1ccccc1	5	-4	12	-2	-1.7	-11	5	-10	1
Cc1nc2ccccc2cc1C(=O)O	-1	-8	-22	3	0.16	-3	5	28	-2
Cc1nnc(SCC(=O)Nc2ccc3c4c(cccc24)CC3)n1C	0	1	-2	0	0.2	-15	6	-8	1
CNCCOc1ccccc1C(C)(C)C	-1	-3	-20	1	0.28	0	1	10	0
O=S(=O)(NCC1CCN(S(=O)(=O)c2ccccc2)CC1)c1ccccc1	0	1	-1	-1	-0.04	-6	3	-16	-1
c1ccn(-c2ncnc3sc4c(c23)CCCC4)c1	-4	14	3	2	-0.9	0	7	-5	-1
CCc1ccc2[nH]cc(C(=O)N3CCCCCC3)c(=O)c2c1	-10	0	-8	10	-0.15	-10	6	-6	2
Cn1cc(C(=O)c2ccc(Cl)cc2Cl)cc1C(=O)N/N=C(\N)COc1ccc(Cl)cc1Cl	-6	2	1	3	-0.49	-2	7	6	5
CC(Sc1nncn1C)C(=O)Nc1nnc(-c2ccccc2)s1 (stereo not given)	8	-6	9	-11	.	-14	2	-5	-8
CCCCN(C(=O)NC(=O)Nc1ccccc1OCC)S(C)(=O)=O	2	-6	28	-4	1.4	-12	10	8	0
CNc1nc(-c2ccc([N+](=O)[O-])cc2)cs1	10	1	9	-6	1.1	-15	10	-9	6
COc1ccc(C(=O)OC(C(=O)c2ccccc2)c2ccccc2)cc1 (stereo not given)	2	1	-6	3	-2	-4	21	2	-2

Of the compounds above, these have a tert-butyl group.
SMILES	PTPN22 inh 2	EphB4 ephrin blk	cytoskel mod	PTPN22 act	Pyk2 oligo antag	PLK1 inh	HIV Rev-RRE inh	PLK1 PBD inh	FAK inh
CC(C)Nc1nc(NC(C)(C)C)nc(Oc2ccc(=O)n(-c3ccccc3)n2)n1	-9	1	15	11	-0.15	-4	2	-16	0
Cc1cccc(NC(=O)CSc2nnc([C@@H]3CCCN3C(=O)OC(C)(C)C)o2)c1C	-11	-5	-5	8	0.62	7	-6	14	-6
Cc1[nH]c(=O)[nH]c(=O)c1/C=N/NC(=O)[C@H](CC(C)C)NC(=O)OC(C)(C)C	9	-11	-8	-5	-0.31	-2	0	26	-8
CNCCOc1ccccc1C(C)(C)C	-1	-3	-20	1	0.28	0	1	10	0
